From PubChem BioAssay
PP1 counter: blocks human PP1-alpha phosphatase, a PP5 counter-screen. P62136. purified PP1alpha, OMFP fluorescence. inhibition, % at 6.7 µM. 320,000 compounds, 0.9% hits. AID 2235;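 active = inhibition above the mean inhibition of all tested compounds plus 3 SD, computed separately for each screening campaign, cut at about 15% in these data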
TPT1 inh: C. albicans TPT1 enzyme inhibition; 300,000 compounds, 0.81% hits; AID 1962; recombinant caTPT1, FP RNA substrate dephosphorylation; inhibition, % at 5 µM;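 active = inhibition above the mean of all tested compounds plus 3 SD, set per screening campaign, cut at about 24% in these data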;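 note: plate controls were DMSO alone for no effect and ferristatin control at 100 nM for full effect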
Yeast superoxide: yeast age-related superoxide inhibition as caloric restriction mimetic | 330,000 compounds, 0.18% hits | superoxide response (% of plate mean), % at 10 µM | S. cerevisiae aged cells, superoxide DHE fluorescence; hits give low values | AID 2690;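 active = superoxide response under a set limit, about three screen SD below normal, cut at about 65% in these data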;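 note: yeast aged for seven days with compound at 30 °C before DHE staining; 100% = average MFI of all compound-treated wells on the plate with controls excluded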
core dimer inh: blocks dimerization of HCV core protein; TR-FRET GST/Flag-core106 dimerization, 1536-well; inhibition, % at 5 µM; 300,000 compounds, 0.33% hits; AID 1899;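 active = inhibition above the mean of all tested compounds plus 3 SD, set per screening campaign, cut at about 45% in these data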
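Material: Tagged HCV core106 pair (GST and Flag) | Amount: GST-core106 13.5 nM, Flag-core106 17 nM | Medium: KF-containing HEPES buffer, pH 7.45, DTT, CHAPS, BSA | Reagent: Eu donor and XL665 acceptor anti-tag antibodies | Schedule: 4 h at 22.5 °C | Technique: Time-resolved FRET, ex 340 nm, em 617 and 671 nm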
ZTA counter: ZTA (EBV) inhibition in EBNA-1 counter-screen; inhibition, % at 11 µM; ZTA-DNA binding, fluorescence polarization; P03206; 320,000 compounds, 0.15% hits; AID 2234; in the data active = inhibition above about 33%
Target sequence (P03206 whole entry, looked up): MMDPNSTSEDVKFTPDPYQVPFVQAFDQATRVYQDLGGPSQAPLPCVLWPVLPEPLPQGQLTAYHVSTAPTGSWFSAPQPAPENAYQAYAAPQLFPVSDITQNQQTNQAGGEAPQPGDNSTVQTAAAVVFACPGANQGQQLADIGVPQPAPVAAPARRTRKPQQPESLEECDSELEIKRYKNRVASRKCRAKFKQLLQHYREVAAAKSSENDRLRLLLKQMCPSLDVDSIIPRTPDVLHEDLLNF
GASC-1 inh: human JMJD2C demethylase inhibition; 330,000 compounds, 0.069% hits; GST-JMJD2C(1-420) H3K9me3 demethylation, DELFIA europium; inhibition, % at 2.35 µM; AID 2099; Q9H3R0;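 active = more than half of a compound's replicate wells show inhibition beyond 50%, single wells judged on their own value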;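 note: signal counts dimethyl H3K9 product captured on neutravidin plate; 0% = median of DMSO wells and 100% = 0.3 times that DMSO median; strong numbers were not always called active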
PP5 primary: inhibitors of human protein phosphatase 5 (PP5); inhibition, % at 6.7 µM; AID 1987; 320,000 compounds, 0.18% hits; purified PP5c, OMFP substrate fluorescence;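 active = inhibition above the campaign's mean inhibition across all tested compounds plus 3 SD, cut at about 9.5% in these data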;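 note: 0% = DMSO only and 100% = 100 µM cantharidin control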
Target sequence (P53041 whole entry, looked up): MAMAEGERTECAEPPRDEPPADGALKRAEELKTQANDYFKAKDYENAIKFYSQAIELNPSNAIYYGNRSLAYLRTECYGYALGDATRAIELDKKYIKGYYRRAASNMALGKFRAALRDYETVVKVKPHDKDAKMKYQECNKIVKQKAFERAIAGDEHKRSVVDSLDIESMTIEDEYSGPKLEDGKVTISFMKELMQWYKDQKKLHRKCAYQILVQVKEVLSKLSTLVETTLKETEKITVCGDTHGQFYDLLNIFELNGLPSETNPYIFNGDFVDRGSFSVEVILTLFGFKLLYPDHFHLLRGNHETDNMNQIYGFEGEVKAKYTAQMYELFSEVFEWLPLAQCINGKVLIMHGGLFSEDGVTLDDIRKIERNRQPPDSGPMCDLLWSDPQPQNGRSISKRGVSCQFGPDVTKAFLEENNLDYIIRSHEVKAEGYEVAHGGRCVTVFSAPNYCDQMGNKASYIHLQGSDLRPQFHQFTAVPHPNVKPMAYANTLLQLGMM
CTSL1 counter: blocks F. hepatica cathepsin L1 in PFM18AAP counter-screen | AID 1906 | inhibition, % at 5.96 µM | recombinant F. hepatica cathepsin L1, Z-Leu-Arg-MCA fluorescence | 300,000 compounds, 0.49% hits;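 active = inhibition above the mean of all tested compounds plus 3 SD, set per screening campaign, cut at about 17% in these data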;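 note: 0% = plate median of test compound wells and 100% = 1 µM Z-Phe-Ala-diazomethylketone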
EBNA-1 inh: blocks EBNA-1 binding to DNA; EBNA-1 DNA binding, fluorescence polarization; 300,000 compounds, 0.34% hits; inhibition, % at 14.8 µM; in the data active = inhibition above about 28%
* = called active by the depositor; i = inactive; · = no result given.

Start of the data: the first 2 records as a preview:
No.	smiles	EBNA-1 inh	CTSL1 counter	PP1 counter	ZTA counter	core dimer inh	GASC-1 inh	TPT1 inh	PP5 primary	Yeast superoxide
1	CCC(=O)N1CCN(c2ccc(NC(=O)c3ccc(N4CCCC4)c([N+](=O)[O-])c3)cc2)CC1	15	4	-1	-5	-5	5	-3	0.3	108
2	N#CCCN(CC(=O)O)S(=O)(=O)c1ccccc1	-5	-1	-7	-2	-3	-12	-2	-0.3	103

This part in full, previewed entries included:
No.	smiles	EBNA-1 inh	CTSL1 counter	PP1 counter	ZTA counter	core dimer inh	GASC-1 inh	TPT1 inh	PP5 primary	Yeast superoxide
1	CCC(=O)N1CCN(c2ccc(NC(=O)c3ccc(N4CCCC4)c([N+](=O)[O-])c3)cc2)CC1	15	4	-1	-5	-5	5	-3	0.3	108
2	N#CCCN(CC(=O)O)S(=O)(=O)c1ccccc1	-5	-1	-7	-2	-3	-12	-2	-0.3	103
3	CC(Sc1nc(NCc2ccccc2)nc(N(C)C)n1)C(=O)Nc1ccccc1 (stereo not drawn)	14	0	4	0	5	-2	-3	3.8	108
4	CCOC(=O)c1c(NC(=O)c2cccc([N+](=O)[O-])c2C(=O)O)sc2c1CCCC2	-14	0	-2	-11	12	26	0	2.0	94
5	COc1ccc(C)cc1NCc1ccc([N+](=O)[O-])cc1	-2	6	0	-8	-6	-6	-3	0.3	108
6	COc1ccc(C)cc1NC(=O)NC(C)c1ccc2c(c1)OCO2 (stereo not drawn)	5	10	-2	-7	0	1	-1	-1.0	108
7	CCOC(=O)C1(C)NC(c2ccco2)C2C(=O)N(c3ccc(C)cc3)C(=O)C21 (stereo not drawn)	3	-1	-1	10	12	3	4	3.7	107
8	COc1ccc(NC(=O)CSc2nnc3ccc(-c4cccnc4)nn23)cc1OC	6	0	-4	0	1	-4	3	-1.8	96
9	O=C1NC(=O)/C(=C\c2ccc(N3CCOCC3)o2)N1	-7	1	-3	-1	-13	-3	-1	3.3	103
10	Clc1cccc(CON/C=N/c2ncnc3sccc23)c1	-5	0	-4	-8	-3	-11	0	4.9	115
11	N#Cc1nc(-c2cccs2)oc1NCC1CCCO1 (stereo not drawn)	10	3	-1	-15	-1	4	2	-0.8	92
12	Cc1noc(C)c1S(=O)(=O)N(Cc1ccccc1)C(C)C	-9	-4	-7	4	3	4	3	-0.7	112
13	O=C(O)CCc1ccc(-c2cccs2)n1NC(=O)c1ccc(Cl)cc1Cl	8	0	1	-2	-5	-25	1	-1.1	85
14	O=C(CCn1c(=O)oc2ccccc21)Nc1nc2ccccc2s1	-2	-3	-2	5	-2	-12	-4	4.0	108
15	COc1ccc(OC)c2[nH]c(=O)c(CCNC(=O)COc3ccccc3)cc12	4	5	2	3	-11	4	-2	0.7	93
16	Cc1ccc(C(=O)COc2nc(C)nc3ccccc23)cc1	3	0	-3	-11	-3	1	-1	-1.2	93
17	COC(=O)c1cc2c(ccn2-c2ccc(F)cc2)n1CC(=O)N1CCN(C(=O)c2ccco2)CC1	-2	1	-1	-17	-2	·	-2	2.2	99
18	COc1cc([C@@H]2C[C@H]3CN(c4ccccc4)C(=O)[C@]34CCCN24)cc(OC)c1OC	0	-3	-5	-2	1	67	-5	-2.1	98
19	COc1ccc(-n2c(Cc3cccn3C)nnc2SCC(=O)Nc2ccc3c(c2)OCCO3)cc1	7	4	-2	13	-1	4	0	1.5	99
20	COc1cc(Cl)c(C)cc1NC(=O)CSc1nnc(-c2ccco2)n1CC(C)C	8	3	3	19	4	6	0	2.9	105
21	CCOc1ccccc1NC(=O)C(c1ccccc1)N1CCN(CC(=O)N2CCOCC2)CC1 (stereo not drawn)	·	·	-2	-3	·	11	·	1.0	113
22	COc1ccccc1NC(=O)Nc1c(C)nn(C)c1C	-5	-4	0	0	-1	11	-2	-0.5	105
23	Cc1nn(C(C)(C)C)c(OC(=O)c2cccs2)c1Sc1ccccc1	-3	0	4	-10	1	15	-2	3.2	91
24	COC(=O)c1nc[nH]c1C(=O)OC	13	-2	-4	14	5	-15	0	-1.7	119
25	CC(C)(C)C(=O)NC1CCN(CC(=O)Nc2ccc3c(c2)OCO3)CC1	2	0	-1	0	-5	13	-3	1.3	102
26	COc1ccc(CC(=O)Oc2ccc(F)c(F)c2)cc1S(=O)(=O)N1CCOCC1	1	-6	-5	12	-2	25	-1	-0.5	85
27	COC(=O)C1=C(SC)N(c2ccc(OC)cc2)C(c2ccccc2)CC1=O (stereo not drawn)	-5	6	6	-34	-6	-3	-4	-1.4	87
28	O=C(NN1CCOCC1)c1ccccc1	1	-2	-5	-15	-6	0	-7	1.2	95
29	COc1ccc(N(C)S(=O)(=O)c2cccc(C(=O)OCC(=O)NCc3ccccc3OC)c2)cc1	-2	-1	-6	-2	0	0	2	-1.4	101
30	CCOC(=O)C1C(=O)NC(c2ccccc2)=NC1c1ccc(O)c(OC)c1 (stereo not drawn)	12	0	-1	1	-2	-24	-3	-1.7	90
31	O=C(Nc1ccccc1-c1ccccc1)c1ccco1	-9	-7	-7	-19	0	6	1	-0.5	97
32	CCCc1nnc(NC(=O)CCC(=O)N2CCN(Cc3ccc(F)cc3)CC2)s1	-8	5	5	-28	-1	16	-4	-0.5	95
33	COCCN1Cc2cccc(C(=O)Nc3cccc(C)c3C)c2C1=O	-6	-9	-3	-16	0	47	0	-0.9	104
34	Cc1cc(NC(=O)CCC(=O)N(Cc2ccco2)C(C(=O)NC2CCCCC2)c2ccccc2)no1 (stereo not drawn)	-4	0	-2	-1	5	-9	-1	2.8	99
35	O=C(CN1CCCCCC1)Nc1ccc(F)c(F)c1F	-8	-2	-4	-11	-3	0	-2	-1.5	91
36	COc1ccc(OC)c(N(CC(=O)N2CCCC2)S(=O)(=O)c2ccc(C)cc2)c1	3	0	5	9	1	-15	-1	4.5	91
37	COc1ccc2c(c1)[nH]c1c(=O)n(CCc3cnc[nH]3)cnc12	-4	-7	0	13	-4	-10	0	0.5	118
38	O=[N+]([O-])c1nn(-c2ccc(Cl)cc2)n(O)c1=NCc1cccnc1	-1	1	0	-12	4	4	-4	1.2	104
39	CC(C)CCNC(=O)C(C)N(C(=O)Cn1nnc(-c2ccc(F)cc2)n1)C1CCCC1 (stereo not drawn)	16	-3	0	1	1	4	3	1.7	82
40	CC(=O)N1c2ccc(S(=O)(=O)N3CCCC(C(=O)Nc4cc(C)cc(C)c4)C3)cc2CC1C (stereo not drawn)	-1	3	9	-8	10	-14	-1	3.4	100
41	CC(C)COCC(CN(Cc1ccccc1)c1ccccc1)N1CCCC1 (stereo not drawn)	-3	6	3	-19	0	i	0	-0.9	91
42	COc1cc(OC)cc(C(=O)N2CCN(C3CCN(Cc4ccccc4)CC3)CC2)c1	-1	-1	-1	13	1	-5	0	-0.3	93
43	CC(C)(C)OC(=O)N/N=C/c1ccc(N2CCOCC2)s1	1	-5	-1	-10	-14	10	26*	0.6	79
44	Cc1c([N+](=O)[O-])cc(C(=O)Nc2ccc(Cc3ccncc3)cc2)cc1[N+](=O)[O-]	-7	2	4	-17	22	0	-4	4.8	113
45	Cc1ccc2cc(CN(CCCN3CCOCC3)C(c3nnnn3Cc3ccco3)C(C)C)c(=O)[nH]c2c1C (stereo not drawn)	3	1	2	16	3	-2	4	1.9	96
46	CC(=O)c1cccc(NC(=O)c2cccc(NC(=O)c3ccco3)c2)c1	8	8	1	-1	-16	0	1	2.5	97
47	CC(=O)NC(=S)Nc1cccc(S(=O)(=O)NC2=NCCC2)c1	-3	-2	-4	-7	-4	1	-3	0.1	94
48	Cc1nc(C(F)(F)F)nc(Nc2ccc(Br)cc2)c1C#N	16	-2	-2	-9	-4	-4	-5	1.6	97

Compound profiles, from the list above. Order of screens: EBNA-1 inh | CTSL1 counter | PP1 counter | ZTA counter | core dimer inh | GASC-1 inh | TPT1 inh | PP5 primary | Yeast superoxide
Listed for COc1cc(OC)cc(C(=O)N2CCN(C3CCN(Cc4ccccc4)CC3)CC2)c1 : -1 | -1 | -1 | 13 | 1 | -5 | 0 | -0.3 | 93
Listed for Cc1nc(C(F)(F)F)nc(Nc2ccc(Br)cc2)c1C#N : 16 | -2 | -2 | -9 | -4 | -4 | -5 | 1.6 | 97
Listed for Cc1c([N+](=O)[O-])cc(C(=O)Nc2ccc(Cc3ccncc3)cc2)cc1[N+](=O)[O-] : -7 | 2 | 4 | -17 | 22 | 0 | -4 | 4.8 | 113
Listed for O=[N+]([O-])c1nn(-c2ccc(Cl)cc2)n(O)c1=NCc1cccnc1 : -1 | 1 | 0 | -12 | 4 | 4 | -4 | 1.2 | 104
Listed for Cc1ccc2cc(CN(CCCN3CCOCC3)C(c3nnnn3Cc3ccco3)C(C)C)c(=O)[nH]c2c1C (stereo not drawn) : 3 | 1 | 2 | 16 | 3 | -2 | 4 | 1.9 | 96

Additional records:
No.	smiles	EBNA-1 inh	CTSL1 counter	PP1 counter	ZTA counter	core dimer inh	GASC-1 inh	TPT1 inh	PP5 primary	Yeast superoxide
49	CN(C)C(=S)c1ccccc1	3	0	-1	11	3	16	-3	-0.8	111
50	O=C(COc1ccc2ccc(=O)oc2c1)N1CCN(C(=O)C2COc3ccccc3O2)CC1 (stereo not drawn)	-16	-1	2	2	-8	-1	2	2.0	91
51	O=c1[nH]c2ccccc2n1CCCSc1cnc2ccccc2n1	-17	15	5	-1	12	10	-4	-7.7	113
52	Cc1c(Cl)cccc1NC(=O)CCC(=O)c1cccs1	-6	0	5	-11	0	23	-3	0.3	94
53	CC(=O)c1cccc(NC(=O)c2nccnc2C(=O)O)c1	8	0	-4	16	1	-3	-2	1.9	135
54	CC(C)C(=O)Nc1nnc(S(=O)(=O)N2CCCCCC2)s1	1	-2	0	6	5	-5	-1	2.7	102
55	CCCCNc1ncnc2c1cnn2-c1ccc(C)cc1C	-2	-1	-4	11	3	11	0	2.5	99
56	O=C1c2ccccc2S(=O)(=O)N1CC1CC(c2ccccc2)=NO1 (stereo not drawn)	-2	-6	-1	10	4	-2	-2	1.1	83
57	COc1ccc(/C=C2/CCOC2=O)cc1	-6	1	-3	-7	7	-7	5	2.5	114
58	C=CC(O)(C#CCN(CC)CC)c1ccccc1 (stereo not drawn)	-11	-2	-1	8	2	6	-4	1.3	98
59	Cc1cccc(C)c1OCC(O)CNC(C)c1ccccc1 (stereo not drawn)	3	3	-3	-12	3	10	2	-1.7	97
60	C/C(=N\NC(=O)c1ccc(NS(=O)(=O)c2cccs2)cc1)c1ccc2c(c1)OCO2	-6	-1	-5	-12	1	3	-1	1.9	90
61	O=C(O)c1cccc(CSc2ncccn2)c1	0	5	0	12	-1	-3	-1	-3.1	95
62	CN(C)C(=O)NC1C=CS(=O)(=O)C1 (stereo not drawn)	-7	4	6	-11	0	9	0	4.8	96

TPT1 inh: hit marks shown above
cpd | smiles | EBNA-1 inh | core dimer inh | GASC-1 inh | TPT1 inh | PP5 primary
43 | CC(C)(C)OC(=O)N/N=C/c1ccc(N2CCOCC2)s1 | 1 | -14 | 10 | 26* | 0.6
